Bioassay records (PubChem)
TEAD-YAP block – TEAD-YAP interaction inhibition; HEK-TIYL cells, TEAD-Gal4/YAP UAS-luciferase luminescence; inhibition, % at 9.12 µM; actives 1.4% (n = 640,000); in the data active means inhibition above about 32%;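 further: 0% = median of test compound wells and 100% = reference inhibitor wells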
GPR151 activ – activators of human GPR151. actives 1% (n = 650,000). PathHunter beta-arrestin GPR151 cells, luminescence. Q8TDV0. activation, % at 11.2 µM; in the data active means activation above about 4.9%;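 further: 0% = median of compound wells and 100% = cells with positive control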
Target sequence (Q8TDV0 whole entry, looked up): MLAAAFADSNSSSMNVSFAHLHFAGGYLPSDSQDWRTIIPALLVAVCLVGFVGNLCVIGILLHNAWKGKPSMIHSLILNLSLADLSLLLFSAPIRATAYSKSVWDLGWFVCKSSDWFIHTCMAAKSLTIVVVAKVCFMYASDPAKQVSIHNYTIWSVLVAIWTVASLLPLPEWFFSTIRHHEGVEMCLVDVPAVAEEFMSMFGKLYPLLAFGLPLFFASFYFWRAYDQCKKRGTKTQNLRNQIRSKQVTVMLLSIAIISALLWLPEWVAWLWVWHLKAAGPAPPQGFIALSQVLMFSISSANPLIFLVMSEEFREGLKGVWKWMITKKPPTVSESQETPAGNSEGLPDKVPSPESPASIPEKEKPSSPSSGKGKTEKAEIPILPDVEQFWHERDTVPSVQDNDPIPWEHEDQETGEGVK
FBW7 activator – activators of human E3 ligase FBW7; Q969H0; AlphaScreen FBW7–phospho-cyclin E peptide binding, activator screen; normalized activity (activation), % at 26.1 µM; actives 0.13% (n = 650,000); AID 1259310; in the data active means normalized activity above about 1.9%;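 further: purified mutant Fbw7 with reduced substrate affinity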
Target sequence (Q969H0 whole entry, looked up): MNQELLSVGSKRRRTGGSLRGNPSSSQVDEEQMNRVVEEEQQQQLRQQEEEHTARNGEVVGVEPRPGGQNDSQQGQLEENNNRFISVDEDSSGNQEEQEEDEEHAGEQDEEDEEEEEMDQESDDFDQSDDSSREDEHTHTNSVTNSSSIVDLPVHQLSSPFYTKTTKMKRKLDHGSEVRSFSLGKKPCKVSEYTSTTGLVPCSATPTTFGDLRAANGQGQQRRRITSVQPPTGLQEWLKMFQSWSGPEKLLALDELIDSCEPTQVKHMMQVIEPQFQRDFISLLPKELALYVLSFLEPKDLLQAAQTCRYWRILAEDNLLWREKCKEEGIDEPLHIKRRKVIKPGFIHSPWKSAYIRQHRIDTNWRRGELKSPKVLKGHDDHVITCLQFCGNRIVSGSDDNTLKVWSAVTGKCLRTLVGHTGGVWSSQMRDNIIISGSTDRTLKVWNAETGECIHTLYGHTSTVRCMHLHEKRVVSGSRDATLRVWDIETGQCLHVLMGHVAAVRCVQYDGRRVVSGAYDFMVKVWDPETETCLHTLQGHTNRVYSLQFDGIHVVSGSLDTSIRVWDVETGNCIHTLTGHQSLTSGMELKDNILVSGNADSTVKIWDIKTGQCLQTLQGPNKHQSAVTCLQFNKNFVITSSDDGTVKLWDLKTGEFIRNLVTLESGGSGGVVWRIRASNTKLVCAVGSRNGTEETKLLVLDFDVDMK
MITF primary – human MITF inhibition, primary screen; actives 0.91% (n = 650,000); AlphaScreen MITF homodimerization, bead proximity signal; inhibition, % at 2.6 µM; AID 1259374; in the data active means inhibition above about 50%;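 further: 0% = vehicle wells with protein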
* marks the source's active call; other numbers are inactive results.

SMILES	TEAD-YAP block	GPR151 activ	FBW7 activator	MITF primary
COc1cccc(NC(=O)c2cc3ccc(O)cc3oc2=O)c1	-17	-1.9	0.1	7
O=C(CN1C(=O)NC2(CCCCC2)C1=O)N1CCN(S(=O)(=O)c2ccccc2)CC1	3	1.7	-0.2	-4
COc1ccccc1OCCOCCOc1cccc(C=O)c1	-14	2.8	0.2	12
CCCNc1cc(NCc2cccnc2)nc(N)n1	-21	1.5	-0.1	3
COc1cc(Nc2cc(C)nc(-c3c(C)nn(C)c3C)n2)cc(OC)c1OC	-8	-2.4	0.1	13
Cn1c(=O)[nH]c(=O)c2c1nc(NCCCN1CCOCC1)n2CCCOc1ccccc1	3	0.5	-0.1	7
CCCc1nnc(NC(=O)CSc2nc(-c3cccc(OC)c3)c(C#N)c(=O)[nH]2)s1	8	-0.8	-0.2	-13
COC(=O)c1c(NC(=O)C2Oc3ccccc3OC2C)sc(C)c1C (stereo not drawn)	5	0.5	-0.1	-3
O=c1c2ccccc2nc(-c2ccc(Br)cc2)n1Cc1cccc(F)c1	-30	-0.8	0.0	-1
CCN(CC)CCN1CCN(c2ccnc3c(-c4ccsc4)cnn23)CC1	-44	-0.8	-0.5	-13
CCOC(=O)c1c(NC(=O)C(C)Sc2nnc(CNC(=O)c3cccs3)n2-c2cccc(C)c2C)sc2c1CCC2 (stereo not drawn)	6	1.0	-0.1	-7
Cc1ccccc1C(=O)Nc1cccc(NC(=O)c2ccc([N+](=O)[O-])o2)c1	0	1.8	0.3	1

Other results follow:
SMILES	TEAD-YAP block	GPR151 activ	FBW7 activator	MITF primary
c1csc(-c2cc(NC3CC3)ncn2)c1	-23	-1.0	0.0	30
Cc1cc(NC(=O)Cn2nnc(-c3ccc4c(c3)OCO4)n2)no1	0	2.5	-0.1	-2
Cc1c(C(=O)NN2CCOCC2)sc2ncn(C)c(=O)c12	3	1.8	0.1	8
COc1cc(/C=C(\NC(C)=O)C(=O)NC(C)(C)CC(C)(C)C)ccc1OC(C)=O	5	0.4	0.0	-10
O=C(Nc1cccc(NC(=O)c2ccc(S(=O)(=O)N3CCCCCC3)cc2)c1)c1ccc(S(=O)(=O)N2CCCCCC2)cc1	7	-0.1	0.0	-2
Cc1cc(C)nc(/N=C(/NC(=O)c2ccc(F)cc2)Nc2ccc(F)cc2)n1	3	0.8	0.0	11
COC(=O)c1ccc(NC(=O)COc2cc(C)ccc2C)cc1	0	-0.6	-0.1	-7
COc1ccn2c(C3CCN(C(C)=O)CC3)nc(-c3ccccc3OC)c2c1	-4	-0.1	0.1	16
CCC(=O)NC(c1nnc2n1CCN(Cc1cc(OC)ccc1O)CC2)C(C)C (stereo not drawn)	-3	2.4	-0.2	4
c1ccc(OCc2nn3c(Cn4cnc5ccccc54)nnc3s2)cc1	5	0.2	0.2	6
COc1ccc2nc(N3CCCC3)sc2c1	2	-6.2	0.0	12
O=C(COC(=O)c1ccco1)Nc1ccc2c(c1)OCO2	-3	5.5*	-0.1	-9

Four entries from above, field by field:
O=C(Nc1cccc(NC(=O)c2ccc(S(=O)(=O)N3CCCCCC3)cc2)c1)c1ccc(S(=O)(=O)N2CCCCCC2)cc1
  TEAD-YAP block = 7	GPR151 activ = -0.1	FBW7 activator = 0.0	MITF primary = -2

Cc1cc(C)nc(/N=C(/NC(=O)c2ccc(F)cc2)Nc2ccc(F)cc2)n1
  TEAD-YAP block = 3	GPR151 activ = 0.8	FBW7 activator = 0.0	MITF primary = 11

COC(=O)c1ccc(NC(=O)COc2cc(C)ccc2C)cc1
  TEAD-YAP block = 0	GPR151 activ = -0.6	FBW7 activator = -0.1	MITF primary = -7

COc1ccn2c(C3CCN(C(C)=O)CC3)nc(-c3ccccc3OC)c2c1
  TEAD-YAP block = -4	GPR151 activ = -0.1	FBW7 activator = 0.1	MITF primary = 16

The list continues.
SMILES	TEAD-YAP block	GPR151 activ	FBW7 activator	MITF primary
OC(COc1ccccc1CNC1CCC1)CN1CCc2ccccc2C1 (stereo not drawn)	9	1.9	-0.1	0
COc1ccc(N2C(=O)CCC2(C#N)c2ccc(OC)cc2)cc1 (stereo not drawn)	-1	-0.6	0.6	3
O=C(Nc1ccccc1C(=O)O)c1cccc(S(=O)(=O)Nc2ccc(F)cc2)c1	7	-0.8	-0.1	-4
Cc1sc2nc(C(C)C)n(C3CCN(C(=O)c4ccco4)CC3)c(=O)c2c1C	8	-0.4	-0.1	6
CCCCCC1CCC(c2ccc(-c3nc(-c4ccncc4)no3)cc2)CC1 (stereo not drawn)	0	1.8	0.6	4
CCc1n(CC)c2ccccc2[n+]1CC(O)COc1c(C)cccc1C (stereo not drawn)	1	2.1	0.1	10
COc1cc(Cl)c(C)cc1NC(=O)C(F)(F)F	0	2.7	-0.1	3
COc1ccc(/C=N/NC(=O)C(C)Nc2ccc(Br)cc2)cc1 (stereo not drawn)	10	-0.2	0.0	11
COc1ccc(Nc2nnc(SCC(=O)C(C)(C)C)s2)cc1	-16	-0.2	-0.2	8
Cc1ccc(C2=NNC(c3ccc(O)cc3O)S2)cc1 (stereo not drawn)	80*	-1.2	0.7	10
Cc1ccc(C(C)C)c(OCC(=O)NNC(=O)CCCCCN2C(=O)c3ccccc3C2=O)c1	5	-1.7	0.3	17
CC(C)(C)c1ccc(Cn2cnc3scc(-c4ccccc4)c3c2=O)cc1	3	0.7	0.0	-7

New compounds follow.
SMILES	TEAD-YAP block	GPR151 activ	FBW7 activator	MITF primary
Cc1ccc(C)c(N2CCN(S(=O)(=O)CCOc3ccccc3)CC2)c1	-3	-0.2	0.1	1
CCc1ccc(NC(=O)C(=O)NCC(C)O)cc1 (stereo not drawn)	-35	-0.5	0.1	10
CCC1CCCCN1C(=O)Cn1c(=O)oc2ccccc21 (stereo not drawn)	-8	-1.4	0.0	-1
CCN(CC)C(=O)C1CCCN(c2cccc(C(=O)NCc3cccnc3)c2)C1 (stereo not drawn)	-3	-0.2	-0.2	14
COC(=O)c1c(C)[nH]c(C(=O)C(C)OC(=O)Cc2ccc(OC)cc2)c1C (stereo not drawn)	-2	-0.5	0.1	7
COc1ccc(/C=C2\C(=O)N(c3ccc(Cl)c(C(=O)O)c3)N=C2C)cc1OC	-6	5.7*	-0.1	2
Cc1cc(C)n2nc(CCc3nc4nc(C)cc(C)n4n3)nc2n1	-1	-1.3	0.6	-10
CCOc1ccc(-c2cc(C(=O)NC(C)(C)C)[nH]n2)cc1	-39	3.1	0.0	-4
COc1cccc2c(SCC(=O)NCCc3ccccc3)nccc12	23	0.4	0.0	5
COc1ccc(/C=N/NC(=S)NC2CCS(=O)(=O)C2)cc1OC (stereo not drawn)	-4	-0.7	0.1	-6
Cc1c(C#N)c2nc3ccccc3n2c(=O)/c1=C/Nn1cncn1	2	0.3	-0.1	-1
CCCCOc1ccc(C(=O)N2CCN(c3ccc(-n4nc(C)cc4C)nn3)CC2)cc1	9	-0.5	-0.1	4

(more compounds)
SMILES	TEAD-YAP block	GPR151 activ	FBW7 activator	MITF primary
O=C(NNC(=O)c1ccccc1)/C(=C\c1ccc([N+](=O)[O-])cc1)NC(=O)c1ccccc1	4	0.1	0.0	24
CC(=C\c1ccccc1)/C=C1N=C(/C=C\c2cccc([N+](=O)[O-])c2)OC/1=O	-3	0.2	0.5	14
CN1C(=O)C(=Cc2ccc3c(c2)n(C)c(=O)n3C)C(=O)N(C)C1=S	15	0.1	0.1	11
N/C(=N\OC(=O)c1ccccc1-c1ccccc1)c1ccc([N+](=O)[O-])cc1	15	2.5	-0.2	8
Cc1cc([N+](=O)[O-])c(NCCCO)c([N+](=O)[O-])c1	6	1.7	-0.1	9
CS(=O)(=O)N1CCC(C(=O)Nc2ccc(F)cc2F)CC1	6	-0.4	0.1	3
Cc1ccc(C)c(CN2CCc3nnc(C4CCCO4)n3CC2)c1 (stereo not drawn)	-4	-0.8	0.0	-1
Cc1cccc(NCN2C(=O)c3ccncc3C2=O)n1	3	0.4	-0.1	-1
Cc1cccc(-n2nnnc2SCc2ccccc2C#N)c1	-4	2.4	0.6	17
O=c1oc(-c2cc([N+](=O)[O-])ccc2Cl)nc2ccc(Br)cc12	2	0.2	0.1	23
CC1(C)CC(=O)C2=C(C1)Nc1ccccc1NC2c1ccccc1O (stereo not drawn)	6	1.4	0.3	0
O=C(c1cc2ccccc2oc1=O)N1CCOCC1	15	0.2	0.0	0

Results in GPR151 activ, MITF primary and FBW7 activator (3 entries from above):
compound	GPR151 activ	MITF primary	FBW7 activator
CN1C(=O)C(=Cc2ccc3c(c2)n(C)c(=O)n3C)C(=O)N(C)C1=S	0.1	11	0.1
N/C(=N\OC(=O)c1ccccc1-c1ccccc1)c1ccc([N+](=O)[O-])cc1	2.5	8	-0.2
Cc1cc([N+](=O)[O-])c(NCCCO)c([N+](=O)[O-])c1	1.7	9	-0.1

Single entries from the results shown:
MITF primary result of O=C(c1cc2ccccc2oc1=O)N1CCOCC1 reads 0
TEAD-YAP block result of O=C(NNC(=O)c1ccccc1)/C(=C\c1ccc([N+](=O)[O-])cc1)NC(=O)c1ccccc1 reads 4
TEAD-YAP block result of CN1C(=O)C(=Cc2ccc3c(c2)n(C)c(=O)n3C)C(=O)N(C)C1=S reads 15
MITF primary result of CC1(C)CC(=O)C2=C(C1)Nc1ccccc1NC2c1ccccc1O (stereo not drawn) reads 0

Further structures:
Fields – TEAD-YAP block, GPR151 activ, FBW7 activator, MITF primary
> C/C(=N\Nc1nc2ccccc2o1)c1ccc2ccccc2c1O
    -40, 0.5, 0.1, 15
> COC(=O)c1cc(S(=O)(=O)N2CCN(c3cc(Cl)ccc3C)CC2)cn1C
    -5, -0.1, -0.2, -9
> CCOc1ccc(C2=NN3C(C2)c2cccc(OC)c2OC3c2cccc(Cl)c2)cc1 (stereo not drawn)
    -2, 0.7, 0.0, 4
> COc1ccc(NC(=O)c2sc(NC(C)=O)nc2C)cc1
    1, -1.9, -0.2, 5
> CCOc1cc(/C=C(\C#N)C(N)=S)ccc1OCC(=O)Nc1ccccc1OC
    3, 0.0, -0.1, 6
> Cc1ccc(-n2nc3c(c2NC(=O)COc2ccccc2)CSC3)cc1
    -3, 1.0, 0.2, 3
> COC(=O)c1ccc(CN2CCC(n3nccc3NC(=O)C3CCCC3)CC2)cc1
    2, 0.5, 0.1, 10
> O=C(c1ccc(S(=O)(=O)Cc2cccc(F)c2)c([N+](=O)[O-])c1)N1CCc2ccccc2C1
    5, -0.1, -0.6, 5
> COc1cc(NC(=O)CCC(=O)O)nc(OC)n1
    10, -1.0, 0.1, 4
> Cc1cc(S(=O)(=O)N2CCC(c3nnc(-c4ccccc4C)o3)CC2)ccc1F
    5, -0.6, -0.1, 1
> Cc1cc2ncn(S(=O)(=O)c3cc([N+](=O)[O-])ccc3C)c2cc1C
    1, -0.3, 1.0, 2
> CC1CCN(c2c(NCc3ccc(C(=O)NN4CCN(C)CC4)cc3)c(=O)c2=O)CC1
    -5, -0.7, 0.1, 17
> O=C(NCc1n[nH]c(=S)n1-c1ccc(Br)cc1)c1ccc(S(=O)(=O)N2CCCCC2)cc1
    2, 0.8, -0.1, 2
> COc1ccc(/C(C)=N/Nc2nc3ccccc3s2)c(OC)c1
    19, 3.5, -0.1, 6
> CS(=O)(=O)c1ccc(NCC(=O)O)c([N+](=O)[O-])c1
    -3, 0.6, 0.0, -14

Additional entries.
Fields – TEAD-YAP block, GPR151 activ, FBW7 activator, MITF primary
> COC(=O)c1cccc(NC(=O)COC(=O)CSc2nc(C)cc(C)n2)c1
    8, 1.0, 0.0, -4
> O=C(NNC(=O)c1csc2ccccc12)Nc1ccc2c(c1)OCO2
    -23, 0.5, 0.1, 1
> O=C(O)/C=C/C(=O)NNC(=O)c1cccc([N+](=O)[O-])c1
    2, 1.4, 0.6, 3
> COc1ccc(N2CCN(C(=O)CN3CCC(O)(c4nccn4C)CC3)CC2)cc1
    9, -1.4, 0.3, 14
> NCCCC[C@@H]1NC(=O)[C@@H]2C[C@H](NC(=O)c3ccc(Cl)cc3)CN2C1=O
    -8, -0.1, -0.3, 9
> Cc1ccc(CN2CCN3C(=O)[C@H](Cc4ccc(O)cc4)NC(=O)[C@H]3C2)c(C)c1
    0, 1.0, -0.2, -12
> COC(=O)C(CC(C)C)NS(=O)(=O)c1cccc2nsnc12 (stereo not drawn)
    -8, -1.1, 0.0, -17
> CC(C)n1cc(C2c3[nH]c4ccccc4c3CCN2Cc2nccs2)cn1 (stereo not drawn)
    9, -1.5, 0.3, 14
> COc1ccc2[nH]cc(CCNC(=O)CCC(=O)O)c2c1
    -4, 1.9, 0.0, 3
> CCN(CC)C(=O)c1sc2ncnc(NCc3ccco3)c2c1C
    0, 0.5, 0.2, 6
> Cc1oc2ccc(OC(C)C(=O)O)cc2c1C(=O)O (stereo not drawn)
    -4, 0.9, -0.1, -4
> Cc1noc(C)c1-c1nc(NCCOc2ccccc2)c2ncn(CCN3CCCC3=O)c2n1
    5, 6.1*, 0.0, 11
> CCc1c(C)sc(NC(=O)C2CC2)c1C(=O)OC
    6, -0.4, -0.1, 0
> CC(=O)C(C)Oc1cc(O)c2c(=O)cc(-c3ccccc3)oc2c1 (stereo not drawn)
    -22, -0.1, -0.2, 0
> CCCCc1ccc(NC(=O)CN(C2CCCCC2)S(C)(=O)=O)cc1
    -5, 0.8, 0.1, 21
> Cc1ccc(Cl)cc1N1C(=O)c2ccc3c4c(ccc(c24)C1=O)CC3
    11, 1.6, 0.1, -4
> CCOC(=O)C(=O)NCC(c1cccnc1)N1CCN(c2ccccc2)CC1 (stereo not drawn)
    3, -0.4, 0.1, -8
> Cc1ccsc1CCNC(=O)C1CCC(CNc2c(N3CCOCC3)c(=O)c2=O)CC1 (stereo not drawn)
    0, -1.3, -0.1, -1

As a working copy, part of the list above.
Fields – TEAD-YAP block, GPR151 activ, FBW7 activator, MITF primary
> CCOC(=O)C(=O)NCC(c1cccnc1)N1CCN(c2ccccc2)CC1 (stereo not drawn)
    3, -0.4, 0.1, -8
> Cc1ccsc1CCNC(=O)C1CCC(CNc2c(N3CCOCC3)c(=O)c2=O)CC1 (stereo not drawn)
    0, -1.3, -0.1, -1
